High-throughput results: PubChem BioAssay, Broad Institute
LGR2 inh – inhibitors of bursicon-induced LGR2 CRE-luciferase signal, primary screen, cell-based, HEK293, CRE-luciferase reporter, bursicon stimulation; bursicon-stimulated, 4 h; inhibition, % at 9.99 µM; hit rate 0.35% among 380,000; AID 720647, 2013;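 active means drop in luminescence signal, shown as inhibition above about 50% in the replicate tests, limit read from the data, passing the limit was not always enough; inconclusive means probably only some replicates passing the limit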;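 further: agonist challenge used bursicon conditioned medium at about half maximal strength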
PAX8 reporter – inhibitors of PAX8-driven TPO luciferase reporter, primary screen, RMG-I cells, single concentration; SteadyGlo, 24 h; inhibition, % at 12.6 µM; hit rate 1.2% among 360,000;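 active means mean replicate inhibition at least 60% with every replicate also reaching 60%; inconclusive means only one of the two criteria is met; inactive means mean below 60% and not all replicates reaching 60%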;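 further: luciferase light reporting Pax8 driven TPO promoter activity; plate controls were median of neutral control wells for no effect and mitoxantrone controls for full effect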
DENV2 CPE – inhibitors of DENV2 cytopathic effect, primary screen, cell-based, plate reader, single concentration; DENV2-infected cells, cytopathic effect rescue; CPE inhibition, % at 9.99 µM; hit rate 1.7% among 350,000; in the data active means CPE inhibition above about 20%, passing the limit was not always enough; inconclusive means no clear call, values can overlap the other calls; tested in BHK-21 cells;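 further: 0% = median of neutral control wells and 100% = median of positive control wells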
ARNT-TACC3 inh – disruptors of ARNT/TACC3 protein interaction, primary screen, biochemical, AlphaScreen, single concentration. AID 623870, 2012. Transforming acidic coiled-coil-containing protein 3 (Homo sapiens), Q9Y6A5. AlphaScreen His-ARNT PAS-B/GST-TACC3 binding, luminescence; TACC3 fragment carries E629A point mutation. hit rate 0.66% among 390,000. inhibition, % at 9.99 µM;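 active means mean inhibition of replicates at least 50% and at least half of replicates each reaching 50%; inconclusive means half or more replicates reach 50% but mean below 50%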;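 further: 0% = complete ARNT plus TACC3 wells and 100% = ARNT alone without TACC3; many hits fall short of the cut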
SIRT5 block – SIRT5 desuccinylase inhibitors, primary screen, biochemical, fluorescence imaging, single point, set 5; Purified SirT5, succinyl-peptide AMC, trypsin-coupled fluorescence; hit rate 1.1% among 330,000; NAD-dependent protein deacylase sirtuin-5, mitochondrial (Homo sapiens), Q9NXA8; inhibition, % at 15 µM; in the data active means inhibition above about 15%; inconclusive means no clear call, values can overlap the other calls
Target sequence (Q9NXA8 whole entry, looked up): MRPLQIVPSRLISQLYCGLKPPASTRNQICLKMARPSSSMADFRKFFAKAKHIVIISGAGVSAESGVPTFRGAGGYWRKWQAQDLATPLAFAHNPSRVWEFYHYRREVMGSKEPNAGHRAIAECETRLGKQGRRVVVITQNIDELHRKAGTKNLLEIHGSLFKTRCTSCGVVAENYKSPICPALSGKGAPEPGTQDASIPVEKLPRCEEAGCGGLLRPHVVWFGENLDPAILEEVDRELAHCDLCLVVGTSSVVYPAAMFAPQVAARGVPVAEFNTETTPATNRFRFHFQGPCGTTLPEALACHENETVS
CASP6 VEID inh – human caspase-6 inhibitors, primary screen, biochemical, VEID-R110 fluorescence, single point, set 2; AID 686996, 2013; P55212; inhibition, % at 12.5 µM; purified caspase-6, Z-VEID-R110 cleavage fluorescence; hit rate 0.53% among 350,000;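 active means mean inhibition across replicates at least about 35%, with every replicate also reaching that limit, limit read from the data; inconclusive means only one of the two criteria met; inactive means neither criterion met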;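 further: 0% = median of neutral control wells and 100% = no fluorescence left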
Target sequence (P55212 24-179 limits assumed): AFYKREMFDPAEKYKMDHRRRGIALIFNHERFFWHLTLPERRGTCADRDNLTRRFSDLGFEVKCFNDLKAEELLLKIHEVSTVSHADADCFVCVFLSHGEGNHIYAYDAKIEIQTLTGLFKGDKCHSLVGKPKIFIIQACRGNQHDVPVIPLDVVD
Target sequence (P55212 194-293 limits assumed): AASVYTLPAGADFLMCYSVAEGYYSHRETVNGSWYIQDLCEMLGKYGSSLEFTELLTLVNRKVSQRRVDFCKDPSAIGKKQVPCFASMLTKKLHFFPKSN
EWS-Fli inh – EWS/Fli-driven NR0B1 reporter inhibitors, primary screen, A673 cells, NR0B1 luciferase, luminescence, MLPCN library. viability-normalised. inhibition, % at 12.6 µM. hit rate 0.67% among 350,000. AID 651661, 2012;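 active means mean inhibition of at least 50% after viability correction, with every replicate also passing that limit; inconclusive means mean reaches 50% but only one of two replicates passes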;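 further: firefly luciferase signal divided by Alamar Blue viability fluorescence both relative to DMSO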
Active calls of the source: *; ? = inconclusive; . = no result given; & = joins results of further samples.

SMILES	LGR2 inh	PAX8 reporter	DENV2 CPE	ARNT-TACC3 inh	SIRT5 block	CASP6 VEID inh	EWS-Fli inh
O=C(C[C@@H]1C=C[C@H](NS(=O)(=O)c2ccccc2)[C@@H](CO)O1)NCc1ccncn1	-15	-3	7	.	-2	0	3
CCCNC(=O)C[C@H]1CC[C@@H]2[C@@H](COc3ccc(NC(=O)c4cccc(Cl)c4)cc3C(=O)N2C)O1	14	5	.	.	2	.	-16
COc1ccc(CN(CC2CCC(C(=O)O)CC2)C(=S)Nc2cc(Cl)ccc2OC)cc1 (stereo not given)	7	-7	-2	-1	1	-2	6
CC(=O)c1c(C)n(-c2cccc(Cl)c2)c2ccc(O)cc12	0	39	-1	-35	-7	0	5
COc1cccc(OCC(=O)NNC(=O)c2ccc3ccccc3c2O)c1	1	7	9	-3	5	11	.
CC(C)c1c(C(=O)N/N=C/c2ccc(-c3ccccc3)cc2)nnn1-c1nonc1N	8	-4	-3	3	-3	-2	.
COc1ccc([C@H]2/C=C\CN(C(=O)c3ccc(C)cc3)[C@@H](C)C(=O)N2Cc2ccc(F)cc2)cc1	5	13	125*	41	.	0	6
COc1ccc(S(=O)(=O)N(C)C[C@H]2Oc3c(NS(=O)(=O)c4ccccc4)cccc3C(=O)N([C@@H](C)CO)C[C@@H]2C)cc1	9	0	-5	-4	-5	.	10
Cc1ccn2c(=O)nc(SCC(=O)NC3CCCCC3)nc2c1	17	2	7	-11	-5	-2	3
Cc1ccc(S(=O)(=O)N(C)C[C@H]2Oc3ccc(NC(=O)c4ccncc4)cc3C(=O)N([C@H](C)CO)C[C@H]2C)cc1	-1	-5	42*	-8	-2	-1	2
CCOc1cccc(NC(=O)c2cccc(F)c2)c1	-17	-23	-3	-15	-2	5	-7
CN1CCN(C(=O)Nc2cccc3ccccc23)CC1	2	.	-1	-1	6	0	3
Cn1c(-c2ccccc2)cnc1NCc1cccc([N+](=O)[O-])c1	-8	7	-2	-1	1	1	-12
CC1CCCCC12NC(=O)N(CC(=O)c1ccc(Cl)s1)C2=O (stereo not given)	0	2	3	0	-4	3	-2
C[C@@H]1CN([C@H](C)CO)C(=O)Cc2cc(NC(=O)Cc3cn(C)c4ccccc34)ccc2O[C@H]1CN(C)Cc1ccncc1	15	3	5	2	-2	-2	-8
O=S(=O)([O-])CCC[n+]1c(SCCCS(=O)(=O)O)sc2ccc(Cl)cc21	-7	6	-6	-18	1	-2	-2
Cc1ccccc1NC(=O)c1ccc(S(=O)(=O)N(C)C)cc1	-13	23	51*	3	.	-1	-11
CCC(=O)N1CCCC(C)(C(=O)Nc2ccc(OC(F)F)cc2)C1 (stereo not given)	-5	3	-9	.	-2	-3	15
CCOC(=O)C1=C(C(=O)OCC)C2N(Cc3ccc(C(F)(F)F)cc3)c3ccccc3[C@@]23C[C@@H](C(=O)OC)N(S(=O)(=O)c2cccs2)C3=N1 (stereo not given in full)	-11	8	?	.	.	-7	13
O=P(c1ccccc1)(c1ccccc1)c1nc(-c2ccc(Cl)cc2)oc1N1CCOCC1	10	-4	0	-3	9	0	0
O=C(Nc1ccc2c(c1)[C@@H]1C[C@H](CC(=O)N3CCCCC3)O[C@H](CO)[C@@H]1O2)Nc1ccccc1F	-2	17	.	.	.	.	-4
CN(C)c1ccc(C=Cc2ccnc3ccccc23)cc1N	-69	-111	0	.	.	-1	-65
O=C(Cc1ccccc1)Nc1ccc2c(c1)C(=O)N(CC1CCCO1)C2=O (stereo not given)	3	-34	3	-5	-5	-1	-6
O=C(OCCOc1ccccc1)c1n[nH]c2ccccc12	-92	-126	.	-1	-2	2	0
C[C@H](CO)N1C[C@H](C)[C@H](CN(C)Cc2cccc(F)c2)Oc2ncc(-c3ccccc3F)cc2C1=O	11	7	.	-6	3	0	8
Cn1ccc2c(-c3cccc4ccccc34)cc3c(c21)C1CCC3C1 (stereo not given)	11	-17	1	.	.	-1	-12
O=C(C1=NN[C@@H]2C(=O)N(c3ccccc3C(F)(F)F)C(=O)[C@H]12)c1ccc2ccccc2n1	-2	-21	.	3	.	.	.
COc1cc(OC)cc(-c2nc3ccccc3c(=O)n2OC(=O)c2ccccc2C)c1	3	17	.	7	-3	-1	9
O=C(O)C1CCC(N2C(=O)C3C4CCC(C4)C3C2=O)CC1 (stereo not given)	5	-3	.	-2	0	2	0
O=C(CCC(=O)c1ccc(F)cc1)NN1C(=O)NC2(CCCCC2)C1=O	-6	-5	3	-4	11	3	2
CCCCn1c(N)c(N(CC)C(=O)c2cccc(OCc3ccccc3)c2)c(=O)[nH]c1=O	-5	-16	0	-4	5	-1	-8
COc1ccc2c3c([nH]c2c1)[C@@H](CO)N(Cc1ccccc1)CC31CCN(CC2CC2)CC1	-5	.	1	.	.	.	-5
O=C(c1cccs1)N1CCC(c2nc3ccccc3s2)CC1	0	.	-5	4	3	0	-4
O=C(C1CCC1)N1CC(=O)N2[C@H](CO)[C@@H](c3ccc(Br)cc3)[C@@H]2C1	11	-12	2	.	-3	0	0
COc1ccc(CCNC(=O)C2CCN(S(=O)(=O)c3ccc(C)cc3)CC2)cc1OC	-1	13	-7	-8	2	0	4
Cc1cc(C)c(S(=O)(=O)N2CCN=C2c2ccccc2)c(C)c1	21	-21	.	2	.	.	.
COc1ccc(NC(=O)c2cc3ccccc3o2)cc1S(=O)(=O)N1CCCCC1	9	31	-2	.	.	2	4
Cc1cc(Br)cn2c(Cc3ccccc3C(F)(F)F)c(-c3cccc(Br)c3)nc12	2	-120	-4	.	.	-2	4
C[C@@H]1CN([C@H](C)CO)S(=O)(=O)c2ccc(C#CCN(C)C)cc2O[C@@H]1CN(C)CC1CC1	-17	.	-6	1	5	-1	9
CCCCOc1ccccc1C(=O)N(Cc1ccc(C)o1)C1CCS(=O)(=O)C1 (stereo not given)	-4	-5	0	1	1	8	2
CC(C)OCCCNC(=O)c1cccc(NC(=O)c2ccccc2)c1	-3	126*	?	-7	-4	-4	-1
CNC(=O)CSc1nnc(-c2ccco2)n1-c1cc(C)ccc1C	-3	-17	2	-2	-1	0	6
O=C(N/N=C/c1cccc(OC(=O)c2cccc(Br)c2)c1)c1cccnc1	4	-18	-6	-2	-1	1	0
CC1(C)CC(=O)C=C(NCc2cccc(C(F)(F)F)c2)C1	-1	9	-1	-8	-2	-2	13
CCCCc1nc2cc(C(=O)NC3CCOC(C)(C)C3)ccc2o1 (stereo not given)	-8	-17	-1	10	-3	-3	.

Not a retest: an excerpt of the list.
SMILES	LGR2 inh	PAX8 reporter	DENV2 CPE	ARNT-TACC3 inh	SIRT5 block	CASP6 VEID inh	EWS-Fli inh
CCCCn1c(N)c(N(CC)C(=O)c2cccc(OCc3ccccc3)c2)c(=O)[nH]c1=O	-5	-16	0	-4	5	-1	-8
COc1ccc2c3c([nH]c2c1)[C@@H](CO)N(Cc1ccccc1)CC31CCN(CC2CC2)CC1	-5	.	1	.	.	.	-5

Further results follow:
SMILES	LGR2 inh	PAX8 reporter	DENV2 CPE	ARNT-TACC3 inh	SIRT5 block	CASP6 VEID inh	EWS-Fli inh
O=C(NC1CCCC1)N1CCCCN2[C@@H](CO)[C@@H](c3ccc(-c4cncnc4)cc3)[C@@H]2C1	2	-1	13	-2	-2	0	-4
O=C1CCc2cc(S(=O)(=O)NCCCC(=O)N3CCN(Cc4ccc5c(c4)OCO5)CC3)ccc2N1	-22	-2	1	-4	6	.	2
CC(=O)N1[C@H](CO)[C@@H](c2ccccc2)[C@@H]1CN(CC1CCC1)C(=O)CC1CC1	12	7	7	0	.	.	0
CO[C@@H]1CN(C)C(=O)c2cc(NC(=O)C3CC3)ccc2OC[C@H](C)N(C(=O)CN(C)C)C[C@H]1C	-17	.	-2	-14	-3	-2	0
CC1=CC2=NC(=O)CC(C)(C(=O)N(CC(=O)NC3CCCC3)Cc3ccccc3)N2C=C1 (stereo not given)	32	-17	-5	-4	-15	-3	0
N/C(=N\OC(=O)CCCOc1ccccc1)c1ccccn1	7	9	1	.	-5	-2	16
COc1ccc(NC(=O)C(c2cc3c(cc2[N+](=O)[O-])OCO3)N(C)c2ccccc2)cc1 (stereo not given)	7	12	.	4	.	.	.
C[C@@H]1CCCCO[C@H](CN(C)Cc2ccncc2)[C@@H](C)CN([C@@H](C)CO)C(=O)c2cc(NC(=O)NC3CCCCC3)ccc2O1	7	-12	75*	-1	6	-5	-1
O=C(c1ccco1)N1N=C(c2ccc(Br)cc2)CC1c1ccco1 (stereo not given)	1	-8	-1	-1	-4	-1	11
CCOc1cc(C(=S)N2CCN(C)CC2)ccc1OCC(=O)N1CCCC1	9	0	-2	14	-2	-3	-8
Cc1cc(C)c(NC(=O)CN(C)C(=O)C2CC(=O)N(c3cccc4ccccc34)C2)c(C)c1 (stereo not given)	-4	-9	5	-2	-2	1	2
C/C(=N\NC(=O)c1c(Br)c(C)nn1C)c1cccc(NC(=O)c2ccccc2C)c1	-19	26	.	-6	0	-6	-16
C[C@@H]1CN([C@@H](C)CO)C(=O)Cc2cc(NC(=O)Cc3cn(C)c4ccccc34)ccc2O[C@H]1CN(C)C(=O)Nc1cccc2ccccc12	5	.	12	1	3	-1	6
COc1ccc(CN2C(=NC(=O)c3ccccc3)SC3CS(=O)(=O)CC32)cc1OC (stereo not given)	10	5	?	-3	-1	-1	17
CSCCC(NC(=O)COc1ccccc1)C(=O)N(C)Cc1ccc(F)cc1 (stereo not given)	-11	6	-6	-23	-2	-1	7
CC(C)C#Cc1ccc([C@@H]2[C@@H](CO)N3CCCCN(CC4CC4)C[C@@H]23)cc1	-14	-24	7	11	1	1	0
O=C(NNC(=S)NC1CCCCC1)c1ccc2c(c1)OCO2	-29	-112	-12	.	-2	-6	-44
O=C(O)COCC(=O)N1CCc2c([nH]c3ccccc23)C1C(F)(F)F (stereo not given)	10	-5	7	1	-2	-4	11
O=C(NNC1=NS(=O)(=O)c2ccccc21)C1CC(=O)N(c2ccccc2)C1 (stereo not given)	1	9	3	-3	0	-6	9
COc1ccc(-n2ncc3c2CC(C)(C)CC3NC(=O)Cc2nonc2C)cc1 (stereo not given)	2	1	-10	16	0	-4	.
CN(CCOC(=O)/C=C/c1ccccc1)C(C)(C)C	-15	41	8	0	.	-1	3
C[C@@H]1O[C@@H](O[C@H]2[C@H](Oc3cc(O)c4c(c3)O[C@H](c3ccc(O)cc3)CC4=O)O[C@H](CO)[C@@H](O)[C@@H]2O)[C@H](O)[C@H](O)[C@H]1O	-6	-12	17	-4	-1	-2	-6
COc1ccc(S(=O)(=O)Nc2cccc3c2O[C@@H](CN(C)Cc2ccccc2)[C@@H](C)CN([C@H](C)CO)C3=O)cc1	-12	1	11	-4	-2	-1	3
O=C1CCC/C1=C/Nc1cccc(F)c1	-4	-1	-7	-4	-2	4	-13
Cc1cc(OCCCn2ccnc2)ccc1[N+](=O)[O-]	-7	2	0	25	0	-1	7
O=C(CCc1nnc(CCc2c[nH]c3ccccc23)o1)NC1CCC1	-60	-136	0	-1	1	-1	-101
CC(C)CC1Nc2ncnc(N3CCOCC3)c2N(Cc2ccc(Cl)cc2)C1=O (stereo not given)	-10&-18	5&-12	-1&-4	-4	3	1&-2	8&1
Cc1ccsc1C1C(C#N)=C(N)OC2=C1C(=O)CCC2 (stereo not given)	6	-6	-8	-1	-6	1	7
Cc1ccc(S(=O)(=O)N2CCN(C(=O)COC(=O)CCc3ccccc3)CC2)c(C)c1	-24	9	1	.	10	0	-4
